PG9 Ab binder: binders of HIV-1 gp120 antibody PG9, primary screen, biochemical, TR-FRET. TR-FRET gp120-PG9 antibody binding. inhibition, % at 6.7 µM. 0.43% of 360,000 active. AID 624416, 2012; in the data active = inhibition above about 8.5%
ADAM17 inh: ADAM17 inhibitors, primary screen, biochemical, QFRET | Disintegrin and metalloproteinase domain-containing protein 17 (Homo sapiens), P78536 | recombinant ADAM17, EDANS/DABCYL FRET peptide cleavage | inhibition, % at 6.95 µM | 0.83% of 370,000 active | AID 720648, 2013;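 active = inhibition above the mean of compounds lying between control limits plus 3 SD, set per campaign, cut at about 8.5% in these data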;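 also: 0% = DMSO-only wells as the low control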
Target sequence (P78536 215-824 limits assumed): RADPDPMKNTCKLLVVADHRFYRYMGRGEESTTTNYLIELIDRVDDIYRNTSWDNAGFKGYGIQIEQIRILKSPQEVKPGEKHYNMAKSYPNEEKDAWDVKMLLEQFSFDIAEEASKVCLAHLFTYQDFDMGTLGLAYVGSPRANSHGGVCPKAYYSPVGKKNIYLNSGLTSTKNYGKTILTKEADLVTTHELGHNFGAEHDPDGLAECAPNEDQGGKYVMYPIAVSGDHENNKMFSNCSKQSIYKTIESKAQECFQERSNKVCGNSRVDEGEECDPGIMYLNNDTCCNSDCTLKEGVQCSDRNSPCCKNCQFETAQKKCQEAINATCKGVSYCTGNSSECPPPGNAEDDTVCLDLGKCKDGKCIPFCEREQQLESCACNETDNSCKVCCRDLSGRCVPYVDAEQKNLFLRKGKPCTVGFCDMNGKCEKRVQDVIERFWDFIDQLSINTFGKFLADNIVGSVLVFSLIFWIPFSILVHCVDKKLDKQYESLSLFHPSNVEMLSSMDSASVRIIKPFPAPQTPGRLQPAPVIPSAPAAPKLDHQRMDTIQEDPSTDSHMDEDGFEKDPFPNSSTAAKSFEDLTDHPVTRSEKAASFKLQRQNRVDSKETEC
ssDAF-12 act: S. stercoralis DAF-12 nuclear receptor activators, primary screen, cell-based, luminescence, HEK293, GRIP1 co-expression, lit1-tk-luc. HEK293 ssDAF-12/GRIP1 lit1-tk-luc reporter; % of 3 µM dafachronic acid response. activation, % at 6.8 µM. 1% of 370,000 active. Nuclear hormone receptor DAF-12 (Strongyloides stercoralis);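 active = activation above the mean over all tested compounds plus 3 SD, cut at about 0.9% in these data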;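 also: 0% = DMSO-only wells and 100% = 3 µM delta7-dafachronic acid wells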
FXN GAA850 act: FXN promoter activators, primary screen, cell-based, luciferase luminescence, HEK293 lucGAA850; HEK293 lucGAA850 FXN promoter luciferase reporter, 24 h; percent of 10 µM SAHA response; activation, % at 6 µM; 0.56% of 360,000 active;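 active = activation above the average of all compounds screened plus 3 SD, cutoff fixed separately per campaign, cut at about 7.5% in these data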;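 also: 0% = DMSO wells and 100% = 10 µM SAHA wells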
hcDAF12 agonist: H. contortus DAF-12 nuclear receptor activators, primary screen, cell-based, luminescence, HEK293, lit1-tk-luc reporter; activation, % at 6.8 µM; 1.4% of 370,000 active; HEK293 hcDAF-12 lit1-tk-luc reporter; 0% DMSO, 100% Δ7-dafachronic acid;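 active = activation above the mean of all tested compounds plus 3 SD, cut at about 5.5% in these data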;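 also: 100% = response to 3 µM Δ7-dafachronic acid high control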
DAX1 inh-1: DAX1 (NR0B1) inhibitors, primary screen, cell-based, HEK293, Gal4-DAX1, luciferase luminescence | AID 504766, 2011 | inhibition, % at 6.75 µM | HEK293 Gal4-DAX1 luciferase reporter | 0.99% of 340,000 active;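 active = inhibition above the mean over all tested compounds plus 3 SD, cut at about 4.2% in these data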;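 also: 0% = DAX1-transfected cells with DMSO and 100% = empty-vector control cells with DMSO; inhibition shows as a rise in luminescence from relieved DAX1 repression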
Target sequence (P51843 207-470 limits assumed): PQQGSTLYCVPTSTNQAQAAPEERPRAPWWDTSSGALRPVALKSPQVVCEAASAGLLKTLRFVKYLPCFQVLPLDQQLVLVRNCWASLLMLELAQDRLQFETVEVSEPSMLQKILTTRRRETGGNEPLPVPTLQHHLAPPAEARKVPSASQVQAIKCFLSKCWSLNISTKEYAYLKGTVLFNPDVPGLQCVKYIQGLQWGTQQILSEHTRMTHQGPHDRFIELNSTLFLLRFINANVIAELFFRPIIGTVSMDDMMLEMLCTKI
DAX1 inh-2: DAX1 (NR0B1) inhibitors on StAR promoter, primary screen, cell-based, luminescence, SF-1 (NR5A1), full-length DAX-1; HEK293T StAR-luciferase reporter, SF-1/DAX-1 repression relief; 1.1% of 370,000 active; inhibition, % at 6.8 µM; AID 652010, 2013;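 active = inhibition above the mean over all tested compounds plus 3 SD, cut at about 3.6% in these data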;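 also: 0% = DAX-1 cells with DMSO and 100% = cells lacking DAX-1 with DMSO; higher inhibition means more luminescence from relief of DAX-1 repression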
SMARCA2 act: SMARCA2 (BRM) function activators, primary screen, cell-based, luminescence, high throughput. MG213 cells, MMTV-luciferase reporter, dexamethasone, overnight. activation, % at 9.1 µM. 1% of 370,000 active. AID 652017, 2013; in the data active = activation above about 7.8%;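 also: 0% = vehicle wells and 100% = reference activator wells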
ADAM10 inh: human ADAM10 inhibitors, primary screen, biochemical, QFRET, HTS; 0.62% of 370,000 active; Disintegrin and metalloproteinase domain-containing protein 10 (Homo sapiens), O14672; recombinant ADAM10, EDANS/DABCYL FRET peptide cleavage, 3 h; inhibition, % at 7 µM;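 active = inhibition above a per-campaign cutoff equal to the mean of compounds falling between control-based bounds plus 3 SD, cut at about 20% in these data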;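 also: 0% = DMSO wells while the 100% control is not disclosed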
NPR1 activator: GC-A stimulated cGMP production enhancers – HEK293 GC-A cells, cGMP TR-FRET, EC30 ANP, primary screen. Atrial natriuretic peptide receptor 1 (Homo sapiens), P16066. activation, % at 10 µM. 0.14% of 370,000 active. AID 1671463, 2021. 0% at EC30 ANP, 100% saturating ANP; in the data active = activation above about 40%
hgDAF-12 ag: H. glycines DAF-12 receptor agonists, primary screen, cell-based, luminescence, HEK293, GAL4 fusion, UAS-luciferase | HEK293 GAL4-hgDAF12 UAS-luciferase reporter, agonist luminescence; normalized to butyrate control | AID 687014, 2013 | activation, % at 6.8 µM | 1.8% of 370,000 active;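 active = activation above a cutoff set at the mean of all screened compounds plus 3 SD, cut at about 10% in these data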;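 also: 0% = DMSO wells and 100% = sodium butyrate wells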
* hit, by the source's call; / = no result given.

SMILES	PG9 Ab binder	ADAM17 inh	ssDAF-12 act	FXN GAA850 act	hcDAF12 agonist	DAX1 inh-1	DAX1 inh-2	SMARCA2 act	ADAM10 inh	NPR1 activator	hgDAF-12 ag
Cc1ccc(NC(=O)c2ccc3nsnc3c2)c(Cl)c1	-4.5	-1	1.1*	0.5	5.8*	2.6	1.7	5	-1	-2	14*
CCN(CC(=O)Nc1c(F)cccc1F)C(=O)Cc1c(C)nc2ccccc2c1C	0.6	-2	-1.6	-0.6	1.0	0.9	-2.3	-3	-10	3	-1.8
CCOC(=O)CSc1nnc(CSc2nc(C)cc(C)n2)n1Cc1ccco1	-1.0	-2	-0.8	1.5	-0.8	1.1	-0.6	-2	-1	-3	0.1
O=C(Cn1c(=O)sc2ccccc21)NCCOc1ccccc1F	0.2	-2	-1.0	3.0	-1.3	-0.9	-0.3	-2	-3	0	1.8
CC(Sc1ccccc1)C(=O)Nc1ccc(N2CCOCC2)cc1 (configuration not stated)	1.1	-2	0.2	0.9	-1.7	0.5	1.1	-1	-11	0	1.6
COc1ccc(C)cc1NC(=O)C1CCN(S(=O)(=O)c2cccc3nonc23)CC1	1.1	-4	-1.1	0.8	-0.9	0.7	0.2	-2	-1	-1	0.3
Cc1ccc(NC(=O)CNC(=O)C2CCCCC2)nc1	2.6	-2	-0.7	0.4	-0.6	-0.9	0.4	0	-9	1	-0.9
CC1Oc2ccccc2N(CC(=O)N2CCCCC2)C1=O (configuration not stated)	-1.8	0	-0.8	-2.9	0.1	0.3	0.3	-3	1	1	-0.2
Cc1ccc(S(=O)(=O)N2CCCC(C(=O)N3CCN(C)CC3)C2)cc1 (configuration not stated)	-1.3	2	-1.2	0.1	-2.6	1.2	-2.0	-1	1	-2	0.9
COc1ccc(C)cc1NC(=O)CSc1nnc(-c2ccc(C)cc2)o1	3.9	2	-0.5	1.3	0.5	-4.4	0.6	-1	1	3	0.4
CCNc1nc(NCC)n2c(SC(C)C(=O)c3ccc(C)cc3)nnc2n1 (configuration not stated)	-1.9	-1	-0.7	-0.7	-2.9	-1.1	-0.8	-3	-4	0	-2.4
Cn1c(NC(=O)c2ccc(Cl)cc2Cl)cc(=O)n(C)c1=O	0.2	1	-0.9	-0.9	-0.2	0.8	0.1	0	0	-2	-1.4
COc1ccc(/C=C/C(=O)O)cc1S(=O)(=O)N1CCCC1	1.2	-3	-0.7	1.1	-1.1	-0.5	0.0	-3	0	2	1.1
CCN(CC)c1ccc(N2C(=O)c3ccccc3C2=O)cc1	-1.7	-1	-0.1	1.3	0.3	2.0	0.4	6	-7	-3	1.7
C/C(CCc1ccccc1)=N\NC(=O)c1ccccc1[N+](=O)[O-]	0.1	-1	-0.8	0.1	0.5	0.3	-0.2	-3	2	0	-1.0
CCN1CCN(CCNC(=O)c2ccc(CS(=O)c3ccc(Br)cc3)o2)CC1 (configuration not stated)	0.8	-6	-0.8	0.4	0.2	0.5	-0.5	0	-2	1	-0.5
N#CC1=C(N)N2C(=C(C#N)C1c1ccc(Br)cc1)Nc1ccccc12 (configuration not stated)	-0.8	-2	-0.6	/	-0.4	/	-0.6	-4	-9	23	-0.8
C[n+]1nc(Nc2ccccc2)sc1-c1ccc(O)cc1	-0.4	-2	-1.4	0.5	0.1	-0.5	-0.4	0	-6	-3	-1.3
COc1ccc([C@H]2CC(=O)C=C(c3ccc(C)c([N+](=O)[O-])c3)C2)cc1	-0.4	1	-0.8	2.2	0.9	2.5	0.9	2	2	2	3.7
COc1ccccc1CC(=O)Nc1cc(C)ccn1	0.6	-2	1.3*	3.1	5.0	0.2	0.9	2	-3	-4	6.3
O=C1c2ccccc2C(O)N1c1cccnc1 (configuration not stated)	-2.0	-2	-1.2	0.6	-0.5	3.4	0.5	-2	-2	3	-1.9
O=C(Nc1cccnc1)c1cc(-c2ccc(Cl)cc2Cl)on1	-1.7	-2	-0.2	1.0	2.3	6.7*	0.7	4	3	5	5.4
O=C(Cn1cnc([N+](=O)[O-])n1)N/N=C/c1ccccc1O	-0.4	-2	-0.6	-19	-0.1	1.2	-0.4	1	7	2	-1.3
O=C(CCC(=O)N1CCCC1)N1CCCC1	-2.0	-3	-1.3	1.9	-1.9	0.6	-0.2	0	3	2	0.8
Oc1ccc(/C=N/NC(=S)NCc2ccco2)cc1	0.0	-3	-0.7	-1.6	-1.9	-1.2	0.0	0	-3	0	3.4
CC(=O)NC12CC3CC(C1)CC(C(=O)N1CCN(S(=O)(=O)c4cccs4)CC1)(C3)C2	0.8	1	-1.0	0.9	-0.5	0.7	1.8	-1	-5	3	-0.6
c1ccc2c(CSc3nnc(-c4ccncc4)o3)cccc2c1	-0.7	2	-1.1	-0.1	-1.2	0.1	-0.1	-2	9	1	-0.7
COc1ccc(S(=O)(=O)N(C)C[C@@H]2Oc3ccc(NC(=O)Nc4c(C)noc4C)cc3C(=O)N([C@H](C)CO)C[C@@H]2C)cc1	0.3	0	-1.1	-2.5	-0.4	1.4	-0.3	0	-1	1	-1.1
CCOC(=O)N1CCN(c2nc(-c3ccc(OC)cc3)no2)CC1	1.1	0	-1.8	3.8	-1.7	0.2	-1.1	-1	3	-2	1.4
C[C@@H]1Cn2cnc(C(=O)N(C)Cc3ccccc3)c2C(=O)N1	0.7	-4	-0.8	/	0.9	/	0.8	1	-16	0	3.5
C=CCCC(=O)Nc1ccc(COC(=O)N2CCOCC2)cc1	2.2	-98	-1.4	2.3	-1.2	1.0	-0.2	1	9	-1	0.8
COc1ccc(C(=O)N/C(=C\c2cn(C)c3ccccc23)C(=O)NCCN2CCOCC2)cc1OC	-2.3	2	-0.4	-1.2	2.6	0.2	0.5	-4	1	-8	-2.3
O=c1oc(C2(O)CCCCC2)cc2ccc(Br)cc12	1.4	-5	-1.6	1.2	-0.9	-0.6	-0.1	2	-8	0	1.9
CC(C)N(C(=O)COC(=O)c1ccccc1C(=O)c1ccc(Cl)c([N+](=O)[O-])c1)C(C)C	0.9	1	-1.4	1.3	0.2	1.3	-0.3	1	6	-49	-0.9
COc1ccc(N2CCN(C(=O)COC(=O)c3cccc(S(=O)(=O)Nc4cccc(C)c4)c3)CC2)cc1	-0.3	3	-1.5	2.0	-2.7	0.7	-3.0	-3	7	-4	-2.0
COC(=O)c1cccc(N(C(=O)c2cnccn2)C(C(=O)NCc2ccccc2)c2ccco2)c1 (configuration not stated)	0.4	-7	-1.1	-1.7	-2.2	-0.2	0.8	-4	5	1	-1.4
O=C1OC(Nc2ccccn2)c2ccccc21 (configuration not stated)	0.6	0	-1.2	-0.5	-1.7	2.9	0.1	1	-28	-2	0.8
CC(=O)Nc1cc(-c2cccc(CO)c2)cn2c(-c3ccc(F)cc3)cnc12	-1.4	-11	-1.3	1.9	0.4	/	-1.3	1	-41	-10	0.5
CCOc1ccc(NC(=O)CSC2=NCCN2)cc1	1.5	-3	-1.1	1.6	-0.3	-1.0	-0.9	-4	-5	-3	-0.8
CC1CCN(CCOc2ccc(C(=O)c3ccccc3)cc2)CC1	-1.8	1	0.0	-0.7	1.2	1.6	0.5	2	1	-1	2.2
Cc1ccccc1-n1cc(CNC(=O)CC2C(=O)NCCN2C/C=C/c2ccccc2)cn1 (configuration not stated)	1.1	-1	-1.6	2.8	-0.7	0.1	0.1	-1	-7	-3	-0.4
CN(c1ccccc1)S(=O)(=O)c1ccc2[nH]c(=O)oc2c1	0.0	-6	0.0	-1.5	-0.5	-1.4	-0.1	-4	-10	5	1.4
Nc1ccc(O)c(-c2nc3ccccc3s2)c1	-2.2	-5	1.2*	2.4	4.1	1.4	2.0	4	-26	-8	7.0
COc1cc(/C=C2\SC(=S)N(Nc3ncc(C(F)(F)F)cc3Cl)C2=O)ccc1O	1.3	12*	-0.9	2.7	-0.7	1.3	-1.1	-2	34*	-10	-1.1
Cc1cc(=O)n2nc(N3CCCC3C(=O)Nc3cccc(F)c3)sc2n1 (configuration not stated)	-0.6	-3	-1.1	-3.3	-2.6	-0.1	0.1	-3	-8	0	2.6
O=C(CNC(=O)c1ccc(OC(F)F)cc1)Nc1cccc(S(=O)(=O)N2CCCC2)c1	1.4	-2	-1.4	-1.0	-0.2	-0.2	-0.2	-1	-9	1	-2.1
Nc1c2c(nc3ccccc13)CSCC2	0.8	-11	-0.5	-1.7	0.6	0.0	0.7	-6	-19	2	1.1
NC(c1csc(NC(=O)Nc2ccccc2)n1)C1CCCCC1 (configuration not stated)	-3.2	0	-0.1	3.6	-1.2	/	-0.6	-2	-13	4	-2.4
COc1cc(CN(C2CCCCC2)S(=O)(=O)c2ccc(S(=O)(=O)N(C)C3CCCCC3)cc2)cc(OC)c1OC	1.7	-1	-1.2	0.3	-3.5	-0.7	-0.9	-5	3	-3	-0.8

Entries of single compounds from above.
O=C(CNC(=O)c1ccc(OC(F)F)cc1)Nc1cccc(S(=O)(=O)N2CCCC2)c1 is entered as PG9 Ab binder = 1.4; ADAM17 inh = -2; ssDAF-12 act = -1.4; FXN GAA850 act = -1.0; hcDAF12 agonist = -0.2; DAX1 inh-1 = -0.2; DAX1 inh-2 = -0.2; SMARCA2 act = -1; ADAM10 inh = -9; NPR1 activator = 1; hgDAF-12 ag = -2.1
Cc1ccccc1-n1cc(CNC(=O)CC2C(=O)NCCN2C/C=C/c2ccccc2)cn1 (configuration not stated) is entered as PG9 Ab binder = 1.1; ADAM17 inh = -1; ssDAF-12 act = -1.6; FXN GAA850 act = 2.8; hcDAF12 agonist = -0.7; DAX1 inh-1 = 0.1; DAX1 inh-2 = 0.1; SMARCA2 act = -1; ADAM10 inh = -7; NPR1 activator = -3; hgDAF-12 ag = -0.4

Screening results deposited in PubChem by several laboratories.
